EBV gp42 block = blocks Epstein-Barr virus glycoprotein 42 binding. Q1HVG2. Fluorescence polarization binding assay, mP read-out. inhibition, % (tested at 21.74 µM). actives 0.42% (n = 220,000). AID 1085; in the data active means inhibition above about 50%
Target sequence (Q1HVG2 whole entry, looked up): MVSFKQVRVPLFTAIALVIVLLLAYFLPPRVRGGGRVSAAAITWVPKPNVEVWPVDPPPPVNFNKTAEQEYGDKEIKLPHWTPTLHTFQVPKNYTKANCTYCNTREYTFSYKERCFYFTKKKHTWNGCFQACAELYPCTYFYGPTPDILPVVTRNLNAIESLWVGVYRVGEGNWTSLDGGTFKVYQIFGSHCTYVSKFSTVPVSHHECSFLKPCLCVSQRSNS
Hck Nef HTS = inhibitors of human Hck kinase activated by Nef. AID 463187. Recombinant Hck-YEEI plus Nef, Z-Lyte FRET kinase assay. P08631. actives 0.68% (n = 220,000). inhibition, % at 20 µM;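 active means Hck-Nef kinase inhibition above about 50%, limit read from the data; inactive means inhibition below that limit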;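 further: 0% = DMSO with Hck plus Nef and 100% = Hck alone without Nef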
Target sequence (P08631 whole entry, looked up): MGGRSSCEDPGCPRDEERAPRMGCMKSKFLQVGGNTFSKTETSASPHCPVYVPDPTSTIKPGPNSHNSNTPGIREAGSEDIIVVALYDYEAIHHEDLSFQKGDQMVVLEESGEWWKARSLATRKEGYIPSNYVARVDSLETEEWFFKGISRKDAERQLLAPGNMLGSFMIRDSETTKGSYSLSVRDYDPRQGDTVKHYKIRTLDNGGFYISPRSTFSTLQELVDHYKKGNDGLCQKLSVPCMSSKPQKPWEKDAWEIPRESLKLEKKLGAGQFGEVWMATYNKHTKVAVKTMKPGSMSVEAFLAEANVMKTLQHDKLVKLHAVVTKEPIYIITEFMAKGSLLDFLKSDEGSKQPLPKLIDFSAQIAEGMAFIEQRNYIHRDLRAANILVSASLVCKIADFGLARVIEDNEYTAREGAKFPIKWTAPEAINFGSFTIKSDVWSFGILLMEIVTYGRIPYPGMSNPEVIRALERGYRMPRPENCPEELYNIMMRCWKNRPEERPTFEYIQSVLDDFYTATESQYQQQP
zVAD death inh = blocks zVAD induced death of L929 cells. L929 zVAD necroptosis rescue, ATP luminescence, 24 h; with zVAD 60 µM. viability rescue, % at 10 µM. actives 0.38% (n = 220,000);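 active means activation, scaled between plate controls, above about 75%, limit read from the data; inactive means activation under that limit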;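 further: 0% = zVAD with DMSO and 100% = DMSO alone without zVAD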
14-3-3 Bad inh = disrupts binding of bovine 14-3-3 zeta to phospho-Bad peptide | inhibition, % at 21.7 µM | P63103 | actives 0.71% (n = 220,000) | TR-FRET 14-3-3zeta/Dy647-pBad peptide displacement, 1 h | AID 781;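 active means inhibition above about 70%, limit read from the data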;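 further: 0% = full 14-3-3 plus peptide FRET controls and 100% = background without 14-3-3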
Target sequence (P63103 whole entry, looked up): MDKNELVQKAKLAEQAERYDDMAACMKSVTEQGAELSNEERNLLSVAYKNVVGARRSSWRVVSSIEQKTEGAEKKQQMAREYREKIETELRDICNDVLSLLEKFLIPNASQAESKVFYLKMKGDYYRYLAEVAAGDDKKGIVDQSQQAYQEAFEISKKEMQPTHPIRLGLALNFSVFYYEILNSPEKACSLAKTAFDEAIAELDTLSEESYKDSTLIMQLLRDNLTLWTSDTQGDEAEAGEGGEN
Runt-SMMHC FRET = inhibitors of human RUNX1 Runt domain binding to CBFb-SMMHC; Q01196+Q13951; Cerulean-Runt/Venus-CBFb-SMMHC FRET ratio 530/480, 1 h; inhibition, % at 20 µM; actives 0.74% (n = 220,000);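 active means mean inhibition across duplicate retests at 20 µM reaching about 50%, limit read from the data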;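 further: 0% = DMSO wells and 100% = wells with excess untagged CBFb-SMMHC; inhibitors lower the FRET ratio by blocking Runt binding to CBFb-SMMHC; some results filed as inactive read as strong as hits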
MDM2 E3 inh = blocks human Mdm2 ubiquitin ligase activity; actives 0.11% (n = 210,000); cell-based MDM2 ubiquitination luciferase reporter, 2 h; 0 = plate control, 100 = twice control, blank-subtracted; Q00987; signal enhancement, % at 5 µM;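 active means signal enhancement of 30% or more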;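 further: luminescence tracks abundance of the self-degrading MDM2-luciferase fusion protein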
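Material: stable MDM2–luciferase fusion reporter cells / Quantity: 2000 cells/well / Dosing: single 5 µM compound dose, 0.2% final DMSO / Buffer or medium: DMEM / Schedule: 4 h cell settling then 2 h compound exposure, 37 °C / Detection: luminescence with SteadyLite reagent, 15 min at room temperature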
Tb hexokinase = T. brucei hexokinase 1 inhibition | inhibition, % at 10 µM | actives 0.11% (n = 220,000) | recombinant TbHK1, G6PDH-coupled NADH A340;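 active means inhibition of 50% or more in the single-dose primary screen; inactive means inhibition below 50%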
p47phox inh = inhibitors of human p47phox binding; inhibition, % at 24.7 µM; p47phox/p22phox peptide binding, fluorescence polarization, 2 h; AID 1274; actives 0.53% (n = 220,000);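 active means inhibition above about 30%, limit read from the data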;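 further: 0% = p47phox with labelled peptide and 100% = labelled peptide alone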
Runt-CBFb FRET = Runt domain-CBFb interaction inhibition. Cerulean-Runt/Venus-CBFb FRET ratio 530/480, 1 h. AID 1496. actives 0.46% (n = 220,000). inhibition, % at 20 µM. Q01196+Q13951;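 active means inhibition over about 50% at 20 µM in the single-dose screen, limit read from the data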;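 further: 0% = DMSO wells and 100% = excess unlabeled CBFb competitor control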
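Buffer or medium: Tris pH 7.5 buffer with BSA. Assay system: Cerulean-labeled Runt domain protein. Amount: each fluorescent fusion protein 100 nM. Read-out basis: loss of energy transfer signal. Incubation: 1 h compound exposure, room temperature. Probe or stimulus: Venus-CBFb binding partner, 100 nM. Detection: FRET, excitation 422 nm, emission at 530 and 480 nm.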
* marks the source's active call; other numbers are inactive results; . = not tested or not shown; [ ] = another dose, or the depositor's remark.

smiles	EBV gp42 block	Hck Nef HTS	zVAD death inh	14-3-3 Bad inh	Runt-SMMHC FRET	MDM2 E3 inh	Tb hexokinase	p47phox inh	Runt-CBFb FRET
COc1ccc(CN2CCCC(C(=O)c3ccc(SC)cc3)C2)cc1Cn1cccn1 (centres undefined)	-12.6	9.4	0.0	-3.6	1.9	-14.2	-14.3	-8.3	-0.8
COc1ccccc1OCc1ccc(C(=O)N2CCN(C)CC2)o1	-16.9	4.4	1.0	-8.5	0.1	-3.0	10.5	-3.7	-2.6
COc1ccc(F)cc1S(=O)(=O)N1CCCN(S(=O)(=O)c2cc(F)ccc2OC)CC1	-0.6	-0.4	.	-9.9	2.2	-11.0	-2.4	-2.7	-2.2
COC(=O)[C@@H](NC(=O)NCc1cccs1)C(C)C	-21.0	-0.8	5.7	3.7	1.6	-12.8	-7.5	-7.2	-3.1
CC(=O)Nc1c(C(=O)N2CCCCCC2)cnn1-c1ccccc1	-6.3	-21.1	-0.1	-5.6	1.0	-8.0	4.2	-11.1	0.9
CC(=O)Nc1ccc(CN2CCCC(CCC(=O)NCc3ccccc3F)C2)cc1 (centres undefined)	-8.8	-9.5	-0.4	-0.8	-0.6	-0.1	5.6	0.0	-0.2
CC1CCCN(CCCOc2ccccc2-c2ccccc2)C1 (centres undefined)	-1.3	-0.6	-1.0	10.1	3.3	-14.6	-2.9	31.0*	-2.6
O=C(CSC1=NCCN1)NC1CCCCCC1	-7.3	2.0	45.8	16.8[fluorescence artefact?]	-0.1	-8.2	-3.1	-0.2	2.8
COc1ccccc1C(=O)NC(=O)CSc1cccc[n+]1[O-]	-16.3	19.4	0.9	-12.1	-0.7	8.7	-5.6	-5.2	1.0
FC(F)(F)c1cccc(NC(=S)NC(c2ccccc2)c2ccccc2)c1	-22.6	6.7	1.5	-10.7	3.0	-12.6	-8.2	-37.0	1.3
CCOC(=O)c1cccnc1SC(CC)C(=O)NCc1ccco1 (centres undefined)	-5.6	4.1	-0.3	-6.1	-0.6	-34.6	2.5	-5.1	1.8
O=C(c1ccncc1)N1CCN(C2CCC(c3ccccc3)CC2)CC1 (centres undefined)	-6.5	10.8	0.5	36.5	0.6	-4.9	-3.4	-4.7	0.9
CC1Cn2c(nnc2-c2ccccc2O)S1 (centres undefined)	0.8	5.5	0.1	0.1	1.1	-17.6	7.6	-1.4	2.1
COc1n[nH]c(C(=O)Nc2cc(F)ccc2C)c1[N+](=O)[O-]	-2.9	1.1	0.3	-5.8[fluorescence artefact?]	-6.0	-11.5	-5.5	-3.0	-0.6
COCCNC(=O)CSc1nc2sc(C)c(C)c2c(=O)n1-c1ccccc1	-12.1	35.1	-0.7	7.0	0.1	10.7	-22.2	-2.4	0.0
O=C(CSc1ccc(-c2ccccn2)nn1)NCc1ccc(Cl)cc1	-8.2	6.5	-1.4	7.3	5.0	-13.8	7.2	-4.0	0.7
CCOc1ccccc1NC=C1C(=O)OC2(CCCCC2)OC1=O	-21.9	2.0	-0.1	-2.5	0.8	2.4	-22.0	-10.1	-0.4
Cc1cccc(CN2CCN(Cc3cccc4nonc34)CC2CCO)n1 (centres undefined)	-16.7	20.1	2.5	-7.2	-0.9	-3.5	-7.2	-9.2	-1.7
COC(=O)CC1=Nc2ccccc2NC(=O)C1	-28.9	2.3	0.1	-3.0[fluorescence artefact?]	-3.2	-12.7	-8.8	-2.8	-0.3
COC(=O)Cc1ccc(NC(=S)Nc2cccc(C)n2)cc1	-0.2	1.3	-0.8	-4.9	13.4	-3.2	-5.5	.	10.2
CN(C[C@@H](Cc1cccc2ccccc12)N(C[C@H](Cc1ccccc1)N(CCc1ccccc1)N=O)N=O)N=O	-2.5	-10.3	0.4	-1.6	0.9	.	-12.7	-20.0	-0.6
S=C(NCCSCc1c(Cl)cccc1Cl)Nc1ccccc1	-11.2	2.0	-0.1	-23.7	0.1	-14.1	11.4	-2.6	-0.2
O=c1c(Cc2ccc(F)cc2)c(O)ccn1C1CCCCC1	2.2	1.0	-0.1	10.4	2.1	-9.7	2.8	-8.2	1.2
O=C(CCN1C(=O)c2ccccc2C1=O)Nc1ccccc1C(=O)N1CCOCC1	-8.2	-17.1	-0.1	27.6	-1.7	-17.6	-0.5	-13.0	1.2
CC(=O)C1=C(O)C(=O)N(Cc2ccco2)C1c1cccc(F)c1 (centres undefined)	-3.4	12.4	3.1	-3.1	-1.8	-15.6	-14.9	1.8	0.7
Cc1nc(SC2CC(=O)N(c3ccc([N+](=O)[O-])cc3)C2=O)nc2c1CCCC2 (centres undefined)	-7.6	0.3	0.1	3.8	4.4	-1.7	-12.2	-3.9	.
CCC(NC(=O)CCl)c1ccc(C)cc1 (centres undefined)	-6.8	22.2	76.6*	-15.8	-1.0	-6.7	6.3	-2.9	-2.0
CCCOc1ccccc1C(=O)N(Cc1cccs1)C1CCS(=O)(=O)C1 (centres undefined)	-12.3	-1.3	-0.1	-5.0	3.1	5.4	5.1	-12.1	0.0
O=c1[nH]c2c(Br)cnc([N+](=O)[O-])c2[nH]1	-3.1	9.9	1.7	20.6	1.4	-7.0	-31.7	-4.1	1.4
CCCCNc1nc2c(c(=O)n(C)c(=O)n2C)n1Cc1cccc(OC)c1	-10.1	0.2	-0.8	-3.5	0.4	.	2.2	-12.8	0.3
COCCN1CCN(Cc2cn(C)nc2-c2ccc(Oc3ccccc3)cc2)CC1	-7.5	17.5	0.0	4.3	-0.2	-78.3	-20.3	-13.9	2.1
Cc1ccccc1NS(=O)(=O)c1cc(C(=O)NCCSC2CCCCC2)ccc1C	-28.7	2.8	0.7	-2.7	5.7	-9.5	4.5	-128.8	0.3
COc1cc(/C=N/N2CCN(C3c4ccccc4-c4ccccc43)CC2)ccc1O	-7.2	-1.5	0.2	4.0	8.9	2.2	-7.1	-9.2	8.6
COc1ccc(C(=O)n2nc(C)cc2Nc2ccccc2)cc1	-9.7	0.9	1.4	-4.2	-5.0	-18.5	-14.5	-8.0	-0.8
Cc1cc(NC(=O)CSc2nnc(-c3ccncc3)n2-c2ccccc2)no1	-8.9	2.6	0.3	13.0	2.2	-20.3	-5.7	0.5	-0.2
O=C(NCC1CCCO1)c1ccc(Cl)c(F)c1F (centres undefined)	-8.1	0.4	-0.1	-1.1[fluorescence artefact?]	1.1	.	3.0	-5.4	1.0
COc1ccc(-c2cc(C(F)F)n3ncc(C(=O)N4CCc5ccccc54)c3n2)cc1	3.3	27.1	-1.9	-20.4	1.0	1.9	-10.5	-10.2	-3.0
CCN1CCN(S(=O)(=O)c2cc(C(=O)O)ccc2Cl)CC1	-2.9	-2.7	-0.5	0.8	0.1	-17.9	-0.2	-24.5	0.3
O=C(O)CSCC(=O)Nc1ccc(Br)c(C(F)(F)F)c1	-6.4	8.8	1.4	2.0	-1.6	-6.7	-6.1	-7.9	0.6
CCOP(=O)(OCC)C(Nc1ccccc1)c1cc(OC)ccc1OC (centres undefined)	-21.7	1.3	-0.8	-5.0[fluorescence artefact?]	-0.1	.	-7.8	-8.1	-0.4
CC(C)(C)OC(=O)[C@H]1[C@H](c2ccc([N+](=O)[O-])cc2)C2(C(=O)c3ccccc3C2=O)C2c3ccccc3C=NN21 (some centres undefined)	-6.8	0.5	-0.6	-2.9	-7.0	5.1	-7.2	-9.6	-0.8
O=C(N/N=C/c1ccncc1)c1cc2ccccc2o1	1.6	-0.8	-1.0	14.9	-1.3	-0.9	-18.0	-4.0	-0.6
O=C(Nc1ccc(-c2nc3ncccc3o2)cc1)c1ccc(Br)o1	-19.6	11.9	1.7	35.8[fluorescence artefact?]	-7.3	-18.1	-33.9	-24.9	-4.4
CCn1c(O)c(C=NC2CCCC2)sc1=S	1.7	0.6	0.8	-7.8	-3.4	-0.3	-10.2	-12.3	0.3
COc1ccc(CN(C(=O)CSc2nnc(-c3ccc(F)cc3)o2)c2ccc(F)cc2)cc1	-16.6	76.8*	0.0	2.8	-1.9	-9.4	11.6	-11.4	-0.7
COc1cc(OC)cc(C(=O)/C=C2\Sc3ccccc3N2C)c1	-16.7	-4.2	1.1	-5.5	47.7	19.7	-6.2	1.3	56.8*
COc1ccc(/C(=N\Nc2ccccc2C(=O)O)c2ccccc2)cc1	-1.9	7.2	10.7	-9.5	-1.9	-18.2	-19.6	-8.1	-1.7
Cc1ccc(S(=O)(=O)N(CC(=O)NCC2CCCO2)c2cccc([N+](=O)[O-])c2)cc1 (centres undefined)	5.7	4.1	-1.1	5.4	-4.1	-22.2	-4.8	-1.6	-0.1
Cc1cc(C(=O)Nc2nc3c(C)cccc3s2)c(C)o1	-4.4	1.2	0.9	0.2	2.0	-9.8	-15.3	-5.3	-0.6
CCN(CC)c1ccc2cc(-c3nnc(-c4ccccc4)o3)c(=O)oc2c1	21.3	6.2	1.3	9.2	82.8*	-2.2	5.0	-57.5	5.4
CCN(CC)S(=O)(=O)c1cccc(C(=O)OCC(=O)c2ccc3c(c2)NC(=O)CO3)c1	-6.6	6.3	0.9	-1.0[fluorescence artefact?]	-5.8	-22.4	-0.2	-5.6	-1.8
CC12CCC(=O)N1C(C(=O)O)Cc1c2[nH]c2ccccc12 (centres undefined)	-11.3	0.8	0.0	30.8	-2.2	-1.8	-0.1	-1.7	-1.8
Nc1c(C(=O)O)sc2nc(-c3ccccc3)cc(-c3ccccc3)c12	-11.3	-10.0	0.4	-4.6	-138.3	-14.3	-28.1	-22.1	9.4
O=C(NCc1ccco1)c1cc2cc3ccc(Cl)cc3nc2o1	-6.8	5.2	0.1	-1.7	-5.5	-8.5	-20.7	-4.2	1.4
Cc1ccc(C2(C)NC(=O)N(CC(=O)Nc3cc(S(=O)(=O)N4CCOCC4)ccc3C)C2=O)cc1 (centres undefined)	4.7	2.5	-0.2	-4.4	-3.5	4.0	-2.7	-6.4	-0.6
CC(=O)Nc1cccc(NC(=O)CSc2ccc(C(F)(F)F)cc2[N+](=O)[O-])c1	-2.1	-1.5	0.1	13.4	-2.1	-22.4	-0.3	-2.7	-3.7

Quoted at random: 3 entries already listed.
smiles	EBV gp42 block	Hck Nef HTS	zVAD death inh	14-3-3 Bad inh	Runt-SMMHC FRET	MDM2 E3 inh	Tb hexokinase	p47phox inh	Runt-CBFb FRET
CC12CCC(=O)N1C(C(=O)O)Cc1c2[nH]c2ccccc12 (centres undefined)	-11.3	0.8	0.0	30.8	-2.2	-1.8	-0.1	-1.7	-1.8
COc1ccc(/C(=N\Nc2ccccc2C(=O)O)c2ccccc2)cc1	-1.9	7.2	10.7	-9.5	-1.9	-18.2	-19.6	-8.1	-1.7
CC(=O)Nc1cccc(NC(=O)CSc2ccc(C(F)(F)F)cc2[N+](=O)[O-])c1	-2.1	-1.5	0.1	13.4	-2.1	-22.4	-0.3	-2.7	-3.7

Screens (PubChem BioAssay)
